Screens deposited in PubChem by National Center for Advancing Translational Sciences (NCATS).
CBFb RUNX1 block: qHTS Assay for Compounds Blocking the Interaction Between CBF-beta and RUNX1 for the Treatment of Acute Myeloid Leukemia; Runt-related transcription factor 1 (Homo sapiens) + Core-binding factor subunit beta …; AlphaScreen CBFb-His/RUNX1-biotin binding, biochemical; Potency, µM (top dose mostly 59.8 µM), for inactives: at the top dose activity, negative = inhibition, hits mostly inhibitors; 230,000 tested, under 10 active; AID 1477, 2009; note: % of control where 0% means no effect
Target sequence (Q01196 whole entry, looked up): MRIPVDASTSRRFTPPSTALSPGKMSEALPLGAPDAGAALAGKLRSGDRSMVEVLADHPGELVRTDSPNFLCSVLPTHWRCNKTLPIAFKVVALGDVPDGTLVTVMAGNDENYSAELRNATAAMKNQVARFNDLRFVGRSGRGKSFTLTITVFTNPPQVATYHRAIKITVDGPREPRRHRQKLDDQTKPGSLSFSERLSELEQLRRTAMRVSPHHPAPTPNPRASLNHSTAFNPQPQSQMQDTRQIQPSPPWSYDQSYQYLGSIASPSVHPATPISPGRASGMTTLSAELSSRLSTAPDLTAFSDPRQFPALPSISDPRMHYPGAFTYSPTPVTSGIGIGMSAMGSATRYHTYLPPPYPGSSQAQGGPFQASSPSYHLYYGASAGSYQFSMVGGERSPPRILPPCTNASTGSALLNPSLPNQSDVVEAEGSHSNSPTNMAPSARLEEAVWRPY
Target sequence (Q13951 whole entry, looked up): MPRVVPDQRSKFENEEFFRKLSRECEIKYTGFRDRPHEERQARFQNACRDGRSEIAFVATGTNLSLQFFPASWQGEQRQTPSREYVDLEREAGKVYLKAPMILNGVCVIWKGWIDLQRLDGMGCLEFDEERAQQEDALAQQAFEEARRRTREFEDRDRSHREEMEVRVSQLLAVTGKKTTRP
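Room-temperature protein-protein interaction test with 30 nM each of His-tagged CBF-beta and biotinylated RUNX1, 15 min with compound, then 90 min with nickel plus streptavidin beads. Signal read in AlphaScreen mode.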
HttQ103 aggreg: qHTS Multiplex Assay to Identify Dual Action Probes in a Cell Model of Huntington: Aggregate Formation (GFP). PC12 HttQ103-GFP aggregates, Acumen cytometry, 40 h. Potency, µM (doses to about 46.1 µM), without a hit: at the highest dose activity change, negative = inhibition, hits mostly inhibitors. 1.1% of 220,000 active; note: potency is the fitted concentration of half-maximal effect; % is set by controls: 0 for no effect and ±100 for the full control effect; nearly all actives have a fitted effect of over 60% in size
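Aggregates are detected as GFP objects 1–25 µm with signal 6 STDEV over background in lysates of induced PC12 cells. These carry Huntingtin exon 1 with 103 glutamines fused to GFP under an ecdysone promoter; compounds titrated.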
IMPase Li inh: qHTS Assay for Identifying the Cell-Membrane Permeable IMPase Inhibitors: Potentiation with Lithium; CHO-M1 cells, IP1 TR-FRET (IP-One), carbachol + lithium; Potency, µM (highest dose often 59.4 µM), without a hit: top-dose activity, negative = IMPase inhibition, usual class: inhibitors; 0.35% of 210,000 active;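 note: IP1 builds up when IMPase is blocked and the TR-FRET signal falls; potency is the fitted concentration of half-maximal effect; plate controls were basal vehicle for no effect and high inhibitor control for full effect; nearly all actives have a fitted effect of over 50% in size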
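Steps: plate 2000 CHO-M1 cells per well and culture 16–30 h; add compound and lithium; incubate 30 min, 37C; add d2-IP1 tracer and Eu cryptate anti-IP1 antibody in lysis buffer; read after 10 min at room temperature.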
LMNA splice mod: qHTS Assay for Modulators of Lamin A Splicing; Potency, µM (highest dose often 46.1 µM), for inactives: at the top dose ratio change, negative = inhibition, most hits filed as inhibitors; AID 1487, 2009; 0.01% of 200,000 active; HeLa LMNA splicing GFP/RFP minigene ratio, 48 h; active = well fitted inhibition curve with a large enough effect in the signal ratio, with a control signal flat, not every such curve was filed as active; inconclusive = small, poorly fitted or top-dose-only effect, or effect the other way, or a change in a side signal; the % refers to the signal ratio; note: potency is the fitted concentration of half-maximal effect; % is set by controls: 0 for no effect and ±100 for the full control effect
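S3 HeLa cells stably expressing lamin A-EGFP splicing minigene plus DsRed2, 600 cells/well, 48 h compound exposure at 37C. Laser-scanning cytometry; analysed as GFP (500-530 nm)/RFP (575-640 nm) total intensity ratio; 0.5% DMSO vehicle.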
HTT cytoprotect: qHTS Multiplex Assay to Identify Dual Action Probes in a Cell Model of Huntington: Cytoprotection (ATP) | Potency, µM (highest dose often 56.4 µM), for inactives: cytoprotection (ATP increase), actives largely listed as activators | PC12 HTT-Q103 induced, cytoprotection, ATP luminescence, 40 h | 0.14% of 230,000 active | AID 1471, 2008;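 note: potency is the fitted concentration of half-maximal effect; % of control where 0% means no effect; nearly all actives have a fitted effect of over 45% in size; toxic huntingtin expression switched on by the ecdysone agonist tebufenozide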
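Compounds added alongside 100 nM tebufenozide, which induces toxic Q103 huntingtin exon 1-GFP in stable PC12 cells; surviving cells quantified by luminescent ATP measurement. Medium: phenol red-free DMEM, 5% equine and 5% calf serum.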
KinaseGlo FLuc: Counterscreen for Luciferase (Kinase-Glo TM) Inhibition. 0.28% of 200,000 active. Kinase-Glo luciferase, ATP luminescence, 8 min. Potency, µM (doses to about 38.3 µM), without a hit: top-dose activity change, negative = inhibition, usual class: inhibitors. AID 1379, 2008. Luciferin 4-monooxygenase (Photuris pensylvanica), Q27757; note: potency is the fitted concentration of half-maximal effect; % is set by controls: 0 for no effect and ±100 for the full control effect; nearly all actives have a fitted effect of over 60% in size
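Luminescence was the read-out, taken after 8-minute incubation at ambient temperature. Luciferase turned over luciferin with 10 uM ATP in imidazole pH 7.2 buffer containing KCl, MgCl2, Tween 20 and BSA.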
SMN2 splice enh: qHTS Assay for Enhancers of SMN2 Splice Variant Expression; Potency, µM (top dose mostly 46.1 µM), inactives show at the top dose activity change, positive = activation, hits mostly activators; 2.8% of 210,000 active; HEK293 SMN2-luciferase splicing reporter, luminescence, 30-36 h; note: potency is the fitted concentration of half-maximal effect; % of control where 0% means no effect; nearly all actives have a fitted effect of over 55% in size
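qHTS luciferase splicing reporter: luminescence rises when SMN2 exon 7 is included in transfected HEK293 cells. Compound exposure lasted 30-36 h at 37C, with 4.5 mM final sodium butyrate as control, followed by a ONE-Glo read.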
Numbers without * were called inactive; u = inconclusive; x = no result given; & = joins results of further samples; [ ] = dose if it differs, or a comment. Unless noted, calls come from the whole dose curve; as a rule, active = well fitted curve in the direction sought with a large enough effect; inconclusive = small, poorly fitted or top-dose-only effect, or another doubt; inactive = no such curve, though single readings can be large; an effect the other way counts as inactive or inconclusive.

Fields: CBFb RUNX1 block	HttQ103 aggreg	IMPase Li inh	LMNA splice mod	HTT cytoprotect	KinaseGlo FLuc	SMN2 splice enh
Cc1ccccc1NC(=S)NC(C)C(c1cccs1)N1CCOCC1 (configuration not stated)
→ 1%	-1%	14%	4%	x	0%	-21%
O=C1CN(S(=O)(=O)c2ccccc2)c2ccccc2N1
→ 1%	26%[9.22 µM]	9%	x	18%[10 µM]	-1%	x
O=C(c1cnccn1)N1CCC2(CC1)CCN(c1ccccc1)CC2
→ x	x	-3%	x	7%	2%	-24%
Cc1cc(C(F)F)n2nc(C(=O)Nc3ccccc3F)nc2n1
→ -1%	2%	15%[38.3 µM]	-1%	12%	-2%	20%
COc1ccccc1C(C)NCC(=O)NCC(=O)Nc1ccc(F)c(F)c1F (configuration not stated)
→ 13%	3%	7%	18%[46 µM]	u	-1%	6%
COC(=O)C1=C(C)N(C)C(=O)/C1=C\c1ccco1
→ 3%	6%	7%[38.3 µM]	u	-17%	-1%	6%
CCOC(=O)CN1c2ccccc2NC(=O)CC1C (configuration not stated)
→ 3%	16%	9%[38.3 µM]	-1%	-9%	0%	-6%
COc1ccc(Br)cc1C(=O)Nc1ccc(O)cc1
→ -3%	2%	34%[activator][38.3 µM]	-13%	-7%[0.074 µM]	5%	28µM*
CC(C)COC(=O)n1c(SCC(N)=O)nc2ccccc21
→ -10%	-14%[9.22 µM]	x	x	-22%[10 µM]	x	x
Cc1nc(SCC(=O)Nc2ccc(N3CCOCC3)cc2)nc(C)c1C
→ -2%	-11%	44%[activator][38.3 µM]	9%	-29%	0%	-18%
CCOc1ccc(C(=O)Nc2ccc(C(F)(F)F)n(C)c2=O)cc1
→ -5%	19%	-22%	-9%	x	3%	-20%
CN(C)CCCOC(=O)Cc1ccc(Cl)cc1
→ 18%	10%	-6%[38.3 µM]	10%	-5%	-2%	-2%
CSCCC(NC(=O)c1ccc(Cl)cc1)C(=O)OCC(=O)Nc1ccc(C#N)cc1 (configuration not stated)
→ 3%	-3%	12%	-12%	-14%[10 µM]	-3%	u
COc1ccc(C(=O)N2CC(=O)Nc3ccccc32)cc1S(=O)(=O)N1CCOCC1
→ 2%	20%[9.22 µM]	x	x	12%[10 µM]	x	x
CC1(C)CC2CC(C)(CN2CC(=O)C(C#N)c2ccccc2)C1 (configuration not stated)
→ -3%	0%	4%[38.3 µM]	1%	-12%[10 µM]	15%	-17%
CN(C)C(=O)Cn1c(SCC(=O)NC2CCCCC2)nc2ccccc21
→ 1%	-9%	3%	-2%	8%[10 µM]	1%	-6%
COCCN1C=C2C(=O)C(C)(OC(=O)CCC(=O)OC)C(=O)C(Br)=C2C=C1c1ccc(OC)cc1 (configuration not stated)
→ -7%[13.1 µM]	x	-2%	u	5%[10 µM]	-7%[7.66 µM]	1%[9.22 µM]
O=C(NC1CCCCC1)C(c1ccc(F)cc1)N(Cc1ccco1)C(=O)CN1C(=O)c2ccccc2S1(=O)=O (configuration not stated)
→ 12%	22µM*	4%	-8%	-9%[10 µM]	0%	-6%
C=CCNc1nc(Nc2ccc([N+](=O)[O-])cc2)nc(OC)n1
→ 4%	u	13%	x	-62%[inhibitor]	-1%	2%
Cc1ncc(S(=O)(=O)c2ccccc2)c(-c2ccccc2)n1
→ 1%	0%	33%[38.3 µM]	18%	-14%	16%	-2%
CCOc1ccc(S(=O)(=O)N2CCN(S(=O)(=O)c3ccc(OCC)cc3)C(C)C2)cc1 (configuration not stated)
→ 0%	-21%	4%[38.3 µM]	-3%	-14%	2%	-6%
Cc1cc(C)nc(N2CCC(C(=O)Nc3ccc4c(c3)OCCO4)CC2)n1
→ 6%	-14%	-14%	x	-17%	0%	-10%
Cc1cc(NC(=O)Nc2ccc(Cl)c(Cl)c2)n(-c2ccccc2)n1
→ 1%	20%[9.22 µM]	x	x	-6%[10 µM]	x	x
C=CCNC(=S)N1CCc2[nH]c3ccccc3c2C1
→ -12%	-27%[9.22 µM]	x	x	-6%[10 µM]	x	x
O=C(NCCCn1ccnc1)c1ccc2c(c1)OCCO2
→ -3%	11%[9.22 µM]	1%[38.3 µM]	-1%	-21%	-2%	3%
O=C(Nc1ccc2ccccc2c1)c1cnccn1
→ 1%	-5%	21%[38.3 µM]	5%	-102%[inhibitor][0.074 µM]	-9%	11µM*
Cc1ccc(Cc2ccc(C(=O)NNC(N)=S)o2)cc1
→ 1%	-22%[9.22 µM]	-1%	5%[46 µM]	18%[10 µM]	-2%	x
Cc1ccc(S(=O)(=O)/N=C(/Nc2ccc3[nH]c(=O)[nH]c3c2)c2ccc(F)cc2)cc1
→ 2%	5%	3%	u	30%[10 µM]	0%	5%
CC1CC(C)(C)NC(=S)N1CCC(=O)N1c2ccccc2CC1C (configuration not stated)
→ 6%	2%	2%	3%[9.22 µM]	-27%	-1%	-6%
COC(=O)CSc1nc(NC#N)nc(NC(C)(C)C)n1
→ 3%	-1%[9.22 µM]	x	x	-4%[10 µM]	x	x
CC(/C=C1\SC(=S)N(NC(=O)c2cccc(O)c2)C1=O)=C\c1ccccc1
→ u	33%	1%	u	12%[10 µM]	1%	-5%
Fc1ccccc1Cn1cnc(NC(=S)NCCc2ccccc2)n1
→ -3%	14%[9.22 µM]	-12%	x	-2%[10 µM]	0%	-1%
COc1ccc(S(=O)(=O)N2c3cc(C)ccc3OCC2C(C)(C)C)cc1 (configuration not stated)
→ 2%	-25%	41%[activator][38.3 µM]	2%	-83%[inhibitor]	-3%	-36%[inhibitor]
O=C(CC1Sc2ccccc2NC1=O)OCC(=O)N1CCc2ccccc21 (configuration not stated)
→ 2%	5%[9.22 µM]	5%[38.3 µM]	1%	6%	-3%	-2%
Cc1ccc(S(=O)(=O)N(C)CC(=O)N/N=C/c2ccc(C)o2)cc1
→ 9%	0%[9.22 µM]	x	x	25%[10 µM]	x	x
COc1ccccc1C(=O)C1CCCN(C(=O)c2ccccn2)C1 (configuration not stated)
→ 3%	9%	4%	x	-9%	7%	x
COc1ccnc(Oc2ccc(F)cc2)c1C(=O)N/C=N/OCc1cccc(F)c1
→ 5%	-7%	14%	x	-8%[10 µM]	-1%	-4%
Cc1nc2ccc(S(=O)(=O)NC(C(=O)N3CCC(C)CC3)C(C)C)cc2s1 (configuration not stated)
→ 0%	-4%	0%[38.3 µM]	-5%	-4%	1%	3%
COc1ccc(OCc2n[nH]c(=S)n2N)cc1
→ 2%	-8%	-6%	7%[46 µM]	-16%	-2%	13%
O=C(NN=C1CCCC1)c1ccn[nH]1
→ 6%	-26%	-1%	-7%	4%[10 µM]	-2%	3%
C=CCn1c2ccccc2c2nnc(SCC(=O)Nc3cc(C)on3)nc21
→ -4%	10%	5%[38.3 µM]	11%	8%[10 µM]	-2%	-18%
Cc1cc(C)c(S(=O)(=O)O)c(C)n1
→ 5%	-1%[9.22 µM]	-1%[38.3 µM]	0%	-8%	-5%	8%
Cn1nnnc1SCC(=O)Nc1ccccc1C(N)=O
→ 0%	6%	6%	x	-29%	-1%	19%
N#C/C(=C\Nc1ccccc1SC(F)(F)F)c1nc(-c2ccccc2)cs1
→ -6%	u	5%	3%	32%[10 µM]	0%	u
O=C(CSc1nnc(-c2cccnc2)n1CCc1ccccc1)NCc1ccccc1
→ -5%	-15%	-1%	-3%	6%[10 µM]	-1%	-3%
COc1ccc(-c2noc(CCC(=O)NCc3ccco3)n2)cc1
→ 0%	3%[9.22 µM]	x	x	20%[10 µM]	x	x
CC(C)c1csc(CN2CCN(Cc3ccc(F)c(F)c3)C(CCO)C2)n1 (configuration not stated)
→ 4%	0%	x	x	9%	x	x
COc1cc(/C=C/C(=O)O)cc(S(=O)(=O)Nc2cc(Cl)c(Cl)cc2Cl)c1OC
→ -8%	-4%[9.22 µM]	x	-5%[46 µM]	10%[10 µM]	x	x
CC(NC(=O)c1ccco1)c1cccc2ccccc12 (configuration not stated)
→ 3%	-1%	3%	u	-12%[10 µM]	-5%	-18%
CN(C)c1ccc(CNc2nc(-c3ccccc3)nn2S(C)(=O)=O)cc1
→ -25%	7%	-2%	14%[46 µM]	-34%[inhibitor]	2%	7%

Continued.
Fields: CBFb RUNX1 block	HttQ103 aggreg	IMPase Li inh	LMNA splice mod	HTT cytoprotect	KinaseGlo FLuc	SMN2 splice enh
CC(C)c1ccccc1-n1c(SCc2cc(=O)oc3ccc4ccccc4c23)nnc1-c1cccnc1
→ -10%	13%	7%	u	-15%[10 µM]	5%	-71%[inhibitor]
O=[N+]([O-])c1ccccc1Nc1c2ccccc2nc2ccccc12
→ -13%	8%[9.22 µM]	7%	u	12%[10 µM]	1%	-42%[inhibitor]
COc1cccc(/C=C/C(=O)NNC(=O)CCN2CCN(Cc3ccccc3)CC2)c1
→ 4%	19%[9.22 µM]	x	x	0%[10 µM]	x	x
CCCCOCCOCCOCc1cc2c(cc1CCC)OCO2
→ 8%[21.7 µM]	23%	22%	u	11%&-3%	x	2%
COc1cccc(Cn2cnc3c(N)c(C)c(C)cc32)c1
→ 1%	-15%	11%	6%[46 µM]	7%[10 µM]	-2%	-4%
Cc1ccc(S(=O)(=O)N2CCN(c3ccc(C(F)(F)F)cc3[N+](=O)[O-])CC2)cc1
→ -5%	19%	9%	u	-10%[10 µM]	-3%	-64%[inhibitor]
